EPAC2 ag = qHTS for Agonist of cAMP-regulated guanine nucleotide exchange factor 4 (EPAC2): primary screen; EPAC2 activation, biochemical qHTS; response scale: 100% = 6.5 mM cAMP response; actives 0.079% (n = 360,000); Potency, µM (top dose mostly 154 µM), for the others: at the top dose activation, usual class: activators; AID 720711, 2013; note: potency is the fitted concentration of half-maximal effect; nearly all actives have a fitted effect of over 50% in size
Target sequence (Q8WZA2 whole entry, looked up): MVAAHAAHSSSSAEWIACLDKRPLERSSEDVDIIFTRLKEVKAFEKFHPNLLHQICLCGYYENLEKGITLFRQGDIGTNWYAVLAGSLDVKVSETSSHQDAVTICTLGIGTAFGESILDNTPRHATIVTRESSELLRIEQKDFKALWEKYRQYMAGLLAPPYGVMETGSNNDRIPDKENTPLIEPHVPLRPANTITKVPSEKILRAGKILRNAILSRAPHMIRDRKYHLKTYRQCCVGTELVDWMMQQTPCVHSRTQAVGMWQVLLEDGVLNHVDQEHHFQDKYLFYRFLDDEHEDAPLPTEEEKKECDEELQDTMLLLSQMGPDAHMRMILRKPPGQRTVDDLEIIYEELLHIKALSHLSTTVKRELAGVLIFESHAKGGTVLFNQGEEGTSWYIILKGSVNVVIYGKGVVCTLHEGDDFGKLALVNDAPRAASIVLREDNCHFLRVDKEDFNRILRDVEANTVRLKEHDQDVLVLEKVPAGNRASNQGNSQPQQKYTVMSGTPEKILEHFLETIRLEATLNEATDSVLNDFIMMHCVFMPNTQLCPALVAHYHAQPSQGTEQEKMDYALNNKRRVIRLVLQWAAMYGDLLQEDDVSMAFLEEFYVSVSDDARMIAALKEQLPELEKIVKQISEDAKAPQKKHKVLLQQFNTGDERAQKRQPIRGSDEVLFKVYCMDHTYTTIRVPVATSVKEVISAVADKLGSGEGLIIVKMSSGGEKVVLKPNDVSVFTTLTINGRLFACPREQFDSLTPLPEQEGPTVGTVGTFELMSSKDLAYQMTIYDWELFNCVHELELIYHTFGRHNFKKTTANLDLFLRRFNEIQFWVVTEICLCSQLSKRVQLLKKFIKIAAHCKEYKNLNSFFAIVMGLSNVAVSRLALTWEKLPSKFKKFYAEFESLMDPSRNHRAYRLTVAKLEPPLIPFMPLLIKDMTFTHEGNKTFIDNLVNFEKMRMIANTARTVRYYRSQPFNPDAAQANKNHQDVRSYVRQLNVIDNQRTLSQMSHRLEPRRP
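Compounds were titrated in qHTS against a Rap1B-BODIPY-GDP (250 nM) complex with EPAC2 (100 nM) and GDP (50 uM). BODIPY-GDP release tracked at 480/540 nm over 30 min at room temperature, normalized to 6.5 mM cAMP.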
A549 tox = Nrf2 qHTS screen for inhibitors: counterscreen for cytotoxicity; A549 ARE-Fluc cells, CellTiter-Fluor viability, 18-24 h; Potency, µM (highest dose often 46 µM), for inactives: at the top dose activity change, negative = cytotoxicity, hits mostly inhibitors; actives 0.16% (n = 390,000); AID 504648, 2011; note: potency is the fitted concentration of half-maximal effect; % is set by controls: 0 for no effect and ±100 for the full control effect
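A549 ARE_Fluc cells in 5% FBS OPTI-MEM were exposed to compounds in concentration-response for 18-24 h at 37 deg C. Viability was read by CellTiter-Fluor fluorescence (Ex 405/Em 525) after 30 min, before the luciferase read.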
Nrf2 block = Nrf2 qHTS screen for inhibitors | A549 ARE-Fluc reporter, luciferase luminescence, 18-24 h | Potency, µM (top dose mostly 46 µM), inactives show at the top dose activity change, negative = inhibition, actives largely listed as inhibitors | actives 2.1% (n = 360,000); note: potency is the fitted concentration of half-maximal effect; % is set by controls: 0 for no effect and ±100 for the full control effect; nearly all actives have a fitted effect of over 60% in size
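Concentration-response testing used A549 ARE_Fluc cells at 5000 cells/well. Following an 18-24 h compound incubation, viability was read by fluorescence (Ex 405/Em 525) and luciferase output by luminescence.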
TGFb SMAD3 inh = qHTS for Inhibitors of TGF-b; Potency, µM (titrated, usually from 46.1 µM), without a hit: at the highest dose activity, negative = inhibition, actives largely listed as inhibitors; HepG2 CAGA-GFP TGF-b/SMAD3 reporter, GFP fluorescence, 18 h; TGF-beta stimulated, 500 pg/mL final; AID 588855, 2011; actives 1.2% (n = 410,000); note: potency is the fitted concentration of half-maximal effect; % is set by controls: 0 for no effect and ±100 for the full control effect; nearly all actives have a fitted effect of over 65% in size
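HEPG2 CAGA-GFP, 1000 cells/well; 2 h settle, 37 C; cpd via pin tool; TGF-b 500 pg/mL final; 18 h, 37 C; GFP imaging ex488/em500-530; %Activity normalised to -TGF-b and +DMSO controls; CRC fit, curve class.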
HepG2 viability = qHTS for Inhibitors of TGF-b: Cytotox Counterscreen; HepG2 CAGA-GFP viability, ATP luminescence, 18 h; Potency, µM (top dose mostly 46.1 µM), inactives show at the top dose activity change, negative = cytotoxicity, most hits filed as cytotoxic; actives 0.76% (n = 410,000); AID 588856, 2011; note: potency is the fitted concentration of half-maximal effect; some results filed as inactive show a strong effect at the top dose
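CellTiter-Glo luminescence gave cytotoxicity after 18 hours at 37 degrees C. The cells were HepG2 CAGA-GFP in 1% FBS DMEM, stimulated with 500 pg/mL TGF-beta after compound addition. %Activity was normalised to no-cell wells (complete cell-killing) and DMSO (no toxicity), and curves were fitted and classified.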
ATXN2 expr inh = Primary qHTS for Inhibitors of ATXN expression. HEK-293 ATXN2-luciferase reporter, luminescence, 24 h. Potency, µM (top dose mostly 57 µM), without a hit: at the top dose activity change, negative = inhibition, hits mostly inhibitors. actives 0.72% (n = 360,000); note: potency is the fitted concentration of half-maximal effect; % is set by controls: 0 for no effect and ±100 for the full control effect; nearly all actives have a fitted effect of over 55% in size
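qHTS (up to 57 uM final) was run with 24 h compound exposure of reporter cells at 37 °C. Each well was multiplexed: SteadyGlo luminescence measured ATXN2-luciferase expression after a fluorogenic Gly-Phe-AFC viability readout (25 uM final).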
Nrf2 activator = qHTS of Nrf2 Activators. actives 0.31% (n = 410,000). AREc32 ARE-luciferase reporter (MCF7-derived line), luminescence, 24 h. Potency, µM (top dose mostly 46.1 µM), for the others: at the top dose activation, most hits filed as activators; note: potency is the fitted concentration of half-maximal effect; % of control where 0% means no effect; nearly all actives have a fitted effect of over 65% in size
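Each well held 1000 AREc32 cells, which were incubated with compound for 24 hr at 37 deg C after overnight attachment, and ARE reporter activity was quantified by firefly luciferase luminescence.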
ATXN viability = Viability Counterscreen for Primary qHTS for Inhibitors of ATXN expression. S2 cells (HEK-293 line with an ATXN2-luciferase reporter) viability, CellTiter-Fluor protease fluorescence, 24 h. Potency, µM (titrated, usually from 56.7 µM), usual class: cytotoxic. actives 0.49% (n = 400,000). AID 651635, 2014; note: potency is the fitted concentration of half-maximal effect; nearly all actives have a fitted effect of over 40% in size
IL2 activator = qHTS of IL-2 Activators | activation, % (series mostly up to about 46 µM) | actives 0.065% (n = 360,000) | IL-2 activation reporter assay, cell-based qHTS; stimulated with anti-CD3/CD4/CD28 beads; in transgenic mouse T cells | AID 652025, 2013; in the data active = activation above about 50%; inconclusive = mostly about 30% to 49%; note: 0% is about no effect
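Using fluorescent plate cytometry, EGFP and DsRed are detected in transgenic mouse T cells stimulated 18 h at 37 degrees C with antibody-coated beads after 60 min compound pretreatment.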
Active calls of the source: *; i = inactive; ? = inconclusive; / = no result given. Unless noted, calls come from the whole dose curve; as a rule, active = well fitted curve in the direction sought with a large enough effect; inconclusive = small, poorly fitted or top-dose-only effect, or another doubt; inactive = no such curve, though single readings can be large; an effect the other way counts as inactive or inconclusive. Rows were taken by chance, and some 4.3% of all compounds hit somewhere here.

entry	smiles	HepG2 viability	TGFb SMAD3 inh	A549 tox	Nrf2 activator	EPAC2 ag	IL2 activator	ATXN viability	ATXN2 expr inh	Nrf2 block
1	O=C(c1sc2cc([N+](=O)[O-])ccc2c1Cl)N1CCOCC1	3%	-2%	2%	-0.1%	10%	-1.4	i	-12%	13%
2	Cc1nnc(Nc2ccc(C(=O)N3CCOCC3)cc2)c2ccccc12	-27%	-3%	1%	1.7%	1%	-1.9	i	-3%	13%
3	COc1cc(OC)cc(C(=O)N[C@H](C(=O)OCC(=O)Nc2ccc(F)c(F)c2)C(C)C)c1	6%	-7%	-1%	0.2%	11%	0.1	i	-10%	4%
4	CCOCc1nnc(NC(=O)c2cccs2)s1	-17%	-2%	-8%	7.2%	-4%	24	i	9%	11%
5	COc1ccc(CCNC(=O)c2cnc3sc(N4CCC(C)CC4)nn3c2=O)cc1OC	-17%	-10%	-1%	-0.1%	/	/	i	-6%	-7%
6	CCc1ccccc1NS(=O)(=O)c1ccc(-c2coc(C)n2)cc1	-19%	-19%	6%	-0.1%	/	/	i	-15%	/
7	COC(=O)C(CCSC)NS(=O)(=O)c1ccc(Cl)cc1 (stereo not given)	2%	2%	4%	-0.4%	0%	-1.5	i	/	4%
8	CC(C)NC(=O)COC(=O)/C=C/c1ccco1	-5%	-3%	-1%	?	7%	0.4	i	-8%	8%
9	CNc1cc(-c2cccc(OC)c2F)nc2ccnn12	-30%	?	/	13%	12%	-0.9	i	2%	/
10	Cc1ccc2cc(COC(=O)c3ccco3)c(=O)[nH]c2c1	-10%	-3%	-5%	11%	-11%	-0.1	i	5%	-6%
11	CC(C)c1ccc(NC(=O)Cn2cc(S(=O)(=O)Cc3ccccc3Cl)c3ccccc32)cc1	-43%	?	-13%	-0.4%	/	/	/	/	?
12	O=C(CCN1CCN(CCO)CC1)Nc1ccc(C2CCCC2)cc1	-22%	2%	-1%	4.7%	4%	-1.2	?	/	0%
13	CCSc1nc2c(c(=O)[nH]c(=O)n2C)n1Cc1ccc(Cl)cc1	6%	20%	?	2.5%	-11%	0.3	i	2%	/
14	CCN1C(=O)[C@H]2[C@@H](c3ccc(-c4ccc(Cl)c(Cl)c4)cc3)N[C@@](Cc3ccccc3)(C(=O)OC)[C@H]2C1=O	-1%	4%	-9%	-0.1%	7%	0.5	i	-2%	2%
15	COc1ccc(-c2ccn(-c3cccc(F)n3)n2)cc1	3%	1%	?	8.3%	9%	1.1	?	14%	?
16	CC(C)[C@H](N)C(=O)NC[C@H](CC(=O)NC[C@H]1CC[C@H](C(=O)O)CC1)c1ccc(Cl)cc1	5%	-19%	1%	-0.5%	2%	-2.9	i	0%	8%
17	COCCNC(=O)c1ccccc1N(Cc1ccccc1)S(=O)(=O)c1ccc(C)cc1	6%	-6%	-6%	0.3%	6%	-5.7	i	-22%	3%
18	O=C(COC(=O)c1cc(=O)[nH]c2ccccc12)Nc1ccc(F)cc1F	-17%	1%	7%	0.1%	-7%	-0.4	i	-2%	?
19	COc1ccc(N2CCN(CCCNC(=O)C(=O)c3c(C)[nH]c4ccccc34)CC2)cc1	-26%	-21%	3%	-0.4%	3%	-1.2	i	-12%	9%
20	CCCCCc1ccc(OCCOCCn2c[n+](C)c3ccccc32)c(CCCCC)c1	-113%	?	-25%	-4.6%	-7%	-3.1	18µM*	/	7.3µM*
21	COC(=O)Cc1csc(NC(=O)CSc2nncn2C)n1	1%	5%	8%	0.3%	4%	1.6	i	4%	-4%
22	COc1ccc(C(=O)N/C(=C\c2ccc(Cl)cc2)C(=O)NCc2ccncc2)cc1	-17%	-7%	/	-0.3%	7%	2.5	i	/	/
23	CC(C)(C)OC(=O)N1CCC(c2c(C(=O)NC3CCN(Cc4ccccc4)CC3)cnn2-c2ccc(F)cc2F)CC1	-1%	-8%	-12%	2.3%	/	/	/	/	?
24	COc1ccc(C(=O)NCCc2nnc3ccc(SCC(=O)Nc4ccccc4)nn23)cc1	-22%	0%	0%	0.0%	-8%	-1.8	i	2%	12%

One compound at a time (already shown). Order of screens: HepG2 viability	TGFb SMAD3 inh	A549 tox	Nrf2 activator	EPAC2 ag	IL2 activator	ATXN viability	ATXN2 expr inh	Nrf2 block
COc1ccc(-c2ccn(-c3cccc(F)n3)n2)cc1 is listed with 3%	1%	?	8.3%	9%	1.1	?	14%	?
CCSc1nc2c(c(=O)[nH]c(=O)n2C)n1Cc1ccc(Cl)cc1 is listed with 6%	20%	?	2.5%	-11%	0.3	i	2%	/
COc1ccc(C(=O)N/C(=C\c2ccc(Cl)cc2)C(=O)NCc2ccncc2)cc1 is listed with -17%	-7%	/	-0.3%	7%	2.5	i	/	/
COC(=O)C(CCSC)NS(=O)(=O)c1ccc(Cl)cc1 (stereo not given) is listed with 2%	2%	4%	-0.4%	0%	-1.5	i	/	4%
CCc1ccccc1NS(=O)(=O)c1ccc(-c2coc(C)n2)cc1 is listed with -19%	-19%	6%	-0.1%	/	/	i	-15%	/

Next results follow.
entry	smiles	HepG2 viability	TGFb SMAD3 inh	A549 tox	Nrf2 activator	EPAC2 ag	IL2 activator	ATXN viability	ATXN2 expr inh	Nrf2 block
25	Cc1ccc(CNc2ncnc3c2c(-c2ccccc2)cn3-c2ccccc2)cc1	-10%	7%	6%	6.9%	/	/	?	-24%	/
26	Cc1cc2c(c(=O)n1CCN(C)C)C(c1ccccc1Br)C(C#N)=C(N)O2 (stereo not given)	4%	21%	-1%	0.3%	1%	-0.6	i	3%	11%
27	COc1cc(/C=C2/SC(=Nc3ccc(O)cc3)NC2=O)cc(OC)c1O	-16%	20%	0%	3.3%	3%	5.7	i	-11%	3%
28	Cn1c(N)c(C(=O)COC(=O)c2ccco2)c(=O)n(C)c1=O	-15%	-8%	-2%	14%	4%	-0.4	i	-2%	0%
29	COc1ccc(-c2nc(CS(=O)(=O)CC(=O)Nc3cccc(C(C)=O)c3)c(C)o2)cc1	0%	0%	-4%	-0.4%	2%	-2.0	i	-1%	-1%
30	CCOC(=O)C1CCCN(C(=O)CNS(=O)(=O)c2ccc(Br)s2)C1 (stereo not given)	-10%	-9%	-3%	-0.7%	-1%	0.8	i	-2%	5%
31	CCOC(=O)C(=O)Nc1cc(C(=O)OC)cc(C(=O)OC)c1	-4%	-10%	2%	0.5%	2%	-1.7	i	/	22%
32	CCOC(=O)C1(Cc2ccccc2)CCN(Cc2ccc3c(c2)OCCO3)CC1	-9%	12%	1%	0.0%	8%	-1.9	i	4%	4%
33	Cc1cc2nc(-c3ccco3)cc(C(F)(F)F)n2n1	-26%	-2%	6%	16%	-2%	-0.3	i	-1%	10%
34	O=c1cc(N2CCN(c3cccc(Cl)c3)CC2)[nH]c(=O)n1C1CCCCC1	4%	1%	?	-1.0%	4%	0.2	i	?	/
35	CCn1c2ccccc2c2cc(NC(=O)COC(=O)C3CCC(=O)N3)ccc21 (stereo not given)	2%	5%	-9%	1.9%	0%	0.2	i	18µM*	?
36	COC(=O)c1ccc(-c2ccco2)n1Cc1cccc(C)c1	-23%	0%	-3%	7.5%	2%	0.5	i	-4%	19%
37	CNC(=O)COC(=O)c1[nH]c(C)c(C(C)=O)c1C	4%	-16%	1%	-0.1%	10%	-0.8	i	0%	1%
38	CCc1ccc(N2C(=O)C3C4C=CC(CC4)C3C2=O)cc1 (stereo not given)	-15%	-28%	5%	4.3%	-3%	-0.1	i	/	14%
39	Cc1cc(C(=O)NNS(=O)(=O)c2ccc(C(C)(C)C)cc2)nn1C(C)(C)C	-28%	?	1%	0.2%	6%	2.3	?	/	-1%
40	O=C(CSc1nc(-c2ccc(F)cc2)[nH]c1-c1ccccc1)NCC1CCCO1 (stereo not given)	-15%	?	-6%	4.7%	/	/	/	/	-15%
41	CC(=O)c1ccc(NC(=O)NNS(=O)(=O)c2ccc(F)cc2)cc1	-14%	-24%	-4%	-0.4%	0%	0.8	i	8%	-14%
42	O=C(CC(c1ccccc1)c1ccccc1O)NCc1ccco1 (stereo not given)	12%	3%	0%	2.4%	6%	-0.4	i	4%	-2%
43	CC(NC(=O)c1cc(COc2ccc3ncccc3c2)on1)c1ccc(F)cc1 (stereo not given)	-28%	-18%	-11%	-0.2%	0%	-3.6	i	-32%	?
44	Cc1occc1-c1nnc(SCC(=O)O)n1-c1ccccc1	13%	11%	-2%	0.4%	6%	0.9	i	/	-4%
45	COCCCNC(=O)CN1C(=O)COc2ccc(S(=O)(=O)N3CC(C)CC(C)C3)cc21 (stereo not given)	3%	2%	0%	0.1%	-10%	-0.4	i	3%	27%
46	CS(=O)(=O)c1ccc(C(=O)N2CCN(S(=O)(=O)c3ccc(C4CCCCC4)cc3)CC2)cc1	-3%	-2%	2%	0.2%	-17%	0.4	i	?	-16%
47	COc1ccc(-n2cc(C(=O)OCc3ccc(F)c(F)c3)c3ccccc3c2=O)cc1	2%	2%	15%	-1.0%	/	/	/	/	/
48	COC(=O)C1=C(N)OC2=C(C(=O)CCC2)C1c1cccnc1 (stereo not given)	-5%	0%	-3%	-0.2%	9%	-4.4	i	5%	8%
49	CCOc1ccc(C(=O)Nc2nnc(C)s2)cc1OCC	4%	-4%	-1%	3.6%	-3%	1.6	i	19%	?
50	O=C(CN1C(=O)CCS(=O)(=O)c2ccccc21)NCc1ccccc1	0%	-7%	-8%	-0.6%	-4%	0.1	?	-1%	0%
51	Cc1ccc(S(=O)(=O)NCC(=O)N(CC(=O)NCC2CCCO2)C2CCCC2)cc1 (stereo not given)	7%	23%	3%	0.1%	-7%	0.0	?	3%	6%

From PubChem BioAssay
